HGIII-sPLA2 inh – Blocks human group III sPLA2 activity. inhibition, % at 12.2 µM. Q9NZ20. QFRET BODIPY PC-A2 liposome hydrolysis, fluorescence. actives 0.56% (n = 370,000);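 active = inhibition above mean plus 3 SD of compounds lying within the high and low control bounds, cut at about 19% in these data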;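 also: 0% = median of test compound wells and 100% = no enzyme DMSO wells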
Target sequence (Q9NZ20 whole entry, looked up): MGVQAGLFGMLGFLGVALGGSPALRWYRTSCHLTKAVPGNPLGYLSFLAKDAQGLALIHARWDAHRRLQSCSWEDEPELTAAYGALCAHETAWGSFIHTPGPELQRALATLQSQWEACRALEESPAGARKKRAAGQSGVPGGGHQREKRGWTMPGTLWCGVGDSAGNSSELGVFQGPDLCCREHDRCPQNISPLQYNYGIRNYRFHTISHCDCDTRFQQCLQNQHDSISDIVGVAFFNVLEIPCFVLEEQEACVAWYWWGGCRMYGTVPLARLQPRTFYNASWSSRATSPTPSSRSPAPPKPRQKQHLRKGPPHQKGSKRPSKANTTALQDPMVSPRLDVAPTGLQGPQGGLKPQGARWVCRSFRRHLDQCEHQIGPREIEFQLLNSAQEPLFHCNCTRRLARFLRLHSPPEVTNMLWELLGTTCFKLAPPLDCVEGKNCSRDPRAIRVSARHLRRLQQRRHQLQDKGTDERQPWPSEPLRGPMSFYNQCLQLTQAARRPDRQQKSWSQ
SMARCA2 activ – increases SMARCA2 function in MMTV reporter cells; AID 652017; MG213 cells, MMTV-luciferase reporter, dexamethasone, overnight; actives 1% (n = 370,000); activation, % at 9.1 µM; in the data active = activation above about 7.8%;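 also: 0% = vehicle wells and 100% = reference activator wells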
hcDAF12 agonist – activators of H. contortus DAF-12 nuclear receptor; HEK293 hcDAF-12 lit1-tk-luc reporter, luminescence; 0% DMSO, 100% Δ7-dafachronic acid; activation, % at 6.8 µM; actives 1.4% (n = 370,000);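 active = activation above the mean of all tested compounds plus 3 SD, cut at about 5.5% in these data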;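 also: 100% = response to 3 µM Δ7-dafachronic acid high control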
ssDAF-12 act – activators of S. stercoralis DAF-12 nuclear receptor | HEK293 ssDAF-12/GRIP1 lit1-tk-luc reporter, luminescence; % of 3 µM dafachronic acid response | activation, % at 6.8 µM | actives 1% (n = 370,000);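 active = activation above the mean over all tested compounds plus 3 SD, cut at about 0.9% in these data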;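 also: 0% = DMSO-only wells and 100% = 3 µM delta7-dafachronic acid wells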
DAX1 inh-1 – inhibitors of DAX1 repression of SF-1 activated StAR promoter; AID 652010; inhibition, % at 6.8 µM; actives 1.1% (n = 370,000); HEK293T StAR-luciferase reporter, SF-1/DAX-1 repression relief;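 active = inhibition above the mean over all tested compounds plus 3 SD, cut at about 3.6% in these data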;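 also: 0% = DAX-1 cells with DMSO and 100% = cells lacking DAX-1 with DMSO; higher inhibition means more luminescence from relief of DAX-1 repression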
NR1D1 modulator – Rev-erb alpha (human) modulation; P20393; Rev-erbα–FITC-DNA binding, fluorescence polarization, 90 min; activity, % at 10 µM; actives 0.79% (n = 370,000); AID 1259318;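 active = activity above about 14%, limit read from the data; passing the limit was not always enough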;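 also: 0% = DMSO wells with 35 nM protein and 100% = DMSO wells with 750 nM protein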
Target sequence (P20393 whole entry, looked up): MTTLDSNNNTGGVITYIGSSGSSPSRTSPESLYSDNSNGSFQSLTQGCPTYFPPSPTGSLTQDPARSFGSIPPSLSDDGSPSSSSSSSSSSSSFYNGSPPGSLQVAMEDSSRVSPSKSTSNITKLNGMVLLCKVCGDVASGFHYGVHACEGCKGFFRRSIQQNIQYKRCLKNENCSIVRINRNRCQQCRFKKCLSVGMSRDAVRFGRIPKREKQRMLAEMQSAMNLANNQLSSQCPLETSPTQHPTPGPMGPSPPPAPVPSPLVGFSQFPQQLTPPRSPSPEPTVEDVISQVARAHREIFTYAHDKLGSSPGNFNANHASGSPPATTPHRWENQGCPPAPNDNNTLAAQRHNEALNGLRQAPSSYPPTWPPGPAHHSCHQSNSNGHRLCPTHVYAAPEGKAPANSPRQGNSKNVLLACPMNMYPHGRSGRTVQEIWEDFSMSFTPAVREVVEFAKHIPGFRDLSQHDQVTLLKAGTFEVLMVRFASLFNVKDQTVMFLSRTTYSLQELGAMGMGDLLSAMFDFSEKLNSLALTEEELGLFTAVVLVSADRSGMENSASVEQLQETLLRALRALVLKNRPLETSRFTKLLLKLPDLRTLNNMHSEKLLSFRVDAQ
DAX1 inh-2 – inhibits human nuclear receptor DAX1; HEK293 Gal4-DAX1 luciferase reporter, luminescence; actives 0.99% (n = 340,000); AID 504766; inhibition, % at 6.75 µM;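 active = inhibition above the mean over all tested compounds plus 3 SD, cut at about 4.2% in these data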;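 also: 0% = DAX1-transfected cells with DMSO and 100% = empty-vector control cells with DMSO; inhibition shows as a rise in luminescence from relieved DAX1 repression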
hgDAF-12 ag – hgDAF-12 agonism, primary luciferase screen | HEK293 GAL4-hgDAF12 UAS-luciferase reporter, agonist luminescence; normalized to butyrate control | activation, % at 6.8 µM | actives 1.8% (n = 370,000) | AID 687014;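 active = activation above a cutoff set at the mean of all screened compounds plus 3 SD, cut at about 10% in these data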;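 also: 0% = DMSO wells and 100% = sodium butyrate wells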
PG9 binder – binds the HIV-1 gp120 antibody PG9; actives 0.43% (n = 360,000); AID 624416; TR-FRET gp120-PG9 antibody binding; inhibition, % at 6.7 µM; in the data active = inhibition above about 8.5%
GAA850 FXN act – frataxin GAA850 promoter activation. HEK293 lucGAA850 FXN promoter luciferase reporter, 24 h; percent of 10 µM SAHA response. activation, % at 6 µM. actives 0.56% (n = 360,000);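 active = activation above the average of all compounds screened plus 3 SD, cutoff fixed separately per campaign, cut at about 7.5% in these data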;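 also: 0% = DMSO wells and 100% = 10 µM SAHA wells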
PLC-beta3 inh – PLC-beta3 (human) inhibition, primary screen; Q01970; AID 720704; inhibition, % at 12.2 µM; Purified PLC-beta3, fluorogenic substrate, fluorescence; actives 0.18% (n = 370,000); in the data active = inhibition above about 11%;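 also: 0% = median of compound wells on plate and 100% = full blocker control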
* = called active by the depositor; i = inactive; · = not tested or not shown.

Results follow in this order: HGIII-sPLA2 inh, SMARCA2 activ, hcDAF12 agonist, ssDAF-12 act, DAX1 inh-1, NR1D1 modulator, DAX1 inh-2, hgDAF-12 ag, PG9 binder, GAA850 FXN act, PLC-beta3 inh
Cc1ccc(/C=N/NC(=O)CN2CCN(S(=O)(=O)c3ccc(Br)cc3)CC2)s1
→ -1, -2, -1.0, -1.5, -0.4, 0, -1.4, -1.3, 0.1, 1.3, -6
Cc1c(NC(=O)COc2cccc(Cl)c2Cl)c(=O)n(-c2ccccc2)n1C
→ 5, -3, 0.0, -0.8, 1.4, -1, 0.5, 0.6, -0.4, 0.6, 10
CC1CCc2nn(CC(=O)NCCN3CCOCC3)cc2C1 (stereo not given)
→ 1, -1, -2.5, -1.8, -1.8, 1, 3.4, 0.2, 0.5, 0.8, 0
O=C(Cc1cccc(NC(=O)C2CCCN(C(=O)c3ccccc3)C2)c1)Nc1cccc(C(=O)N2CCOCC2)c1 (stereo not given)
→ 0, -6, -1.5, -1.6, 0.5, -2, 2.0, -0.1, 1.9, -1.4, -2
Cc1cc(-c2ccc(C)c(S(=O)(=O)NC(C)Cc3ccco3)c2)on1 (stereo not given)
→ -27, -5, -3.0, -0.8, -0.3, 3, 0.6, -1.6, 0.4, 1.0, -6
COc1ccc(Nc2ccc(S(=O)(=O)N3CCCCC3)cc2[N+](=O)[O-])cc1
→ 0, -3, 0.1, -0.9, 0.2, -4, -0.8, 1.0, -1.5, -1.5, 4
O=C(Cc1ccccc1)NC(CSSCC(NC(=O)Cc1ccccc1)C(=O)O)C(=O)O (stereo not given)
→ 5, -1, 0.5, -1.4, 0.5, 1, 0.0, 3.3, 0.3, 1.4, 6
COc1ccc2[nH]cc(CCN=C3SCC(=O)N3C)c2c1
→ -15, 2, 3.3, -0.3, 0.5, 9, 0.7, -2.2, -0.3, 3.4, -3
Cc1ccccc1OCC(=O)NNC(=O)CCN1C(=O)c2ccccc2C1=O
→ -2, -5, -0.3, -1.1, -0.1, 11, -0.4, 0.7, -3.8, 0.8, 6
Cc1cccc(NC(=O)c2cccnc2)c1
→ 7, 7.8*, -1.6, -1.2, 0.5, -5, 1.6, 1.7, -0.8, 1.0, 4
C=C(C)C(=O)Nc1ccc(OC(F)(F)C(F)F)c(NC(=O)C(=C)C)c1
→ 7, 2, -0.8, -1.3, -0.1, -2, -1.2, -0.6, -0.6, -1.4, -3
COc1ccc([C@H]2C[C@@H](O)[C@H](n3cc(C4CC4)nn3)CN2C(=O)C2CCCCC2)cc1
→ 0, 3, -1.1, -1.1, -0.3, -5, 1.2, -0.9, -0.5, -1.6, 3
COc1ccc(C2/C(=C(/O)c3ccccc3)C(=O)C(=O)N2CCO)cc1 (stereo not given)
→ 5, 1, -0.4, -1.4, 0.3, -3, 0.1, 3.5, 0.1, -0.3, 3
CCOc1ccc(C(=O)Nc2cccc(C(C)=O)c2)cc1[N+](=O)[O-]
→ -2, -1, -2.2, -1.0, 0.1, -3, 0.0, -2.8, -2.2, 0.2, 3
N#Cc1c(NC(=O)COC(=O)C2=COCCO2)sc2c1CCCC2
→ 8, -6, 0.4, -0.9, 0.8, -4, 1.6, 0.7, -0.6, 1.8, -3
O=C(Nc1ccc2c(c1)OCO2)C(=O)c1c[nH]c2ccccc12
→ 7, 9.2*, 9.3*, 0.8, 18*, -1, 1.9, 13*, -2.7, 2.6, 0
COc1ccc(-c2cnc(C(O)c3ccc(OC)c(F)c3)[nH]2)cc1 (stereo not given)
→ 0, 2, -1.2, -1.3, -0.3, 6, ·, 2.5, 2.6, -0.1, -15
CC(C)(C)NC(=O)N1CCn2cccc2C1c1ccccc1F (stereo not given)
→ -14, 0, -1.8, -2.1, 0.2, 3, 0.3, 1.7, -2.0, -1.8, -24
CCN(C(=O)COC(=O)COc1ccccc1Cl)c1c(N)n(Cc2ccccc2)c(=O)[nH]c1=O
→ 3, -2, 0.7, -0.6, 0.0, -1, 0.8, 1.5, 0.5, -0.7, -6
O=C(O)Cc1ccc(NS(=O)(=O)c2ccccc2Cl)cc1
→ 2, -4, -1.7, -1.4, -0.3, -1, ·, -4.6, -1.9, 1.0, 1
CC1=CC(=C2C(=O)c3ccccc3C2=O)C=C(C)N1C
→ 5, 1, 4.1, -1.2, 1.8, -3, 1.8, 9.3, -4.1, 8.2*, -3
N#Cc1ccccc1NC(=O)C1CC(=O)N(c2ccc3c4c(cccc24)CC3)C1 (stereo not given)
→ -11, 2, 0.8, -1.5, 0.2, -2, 0.1, -1.0, 0.1, -2.1, -2
CCOC(=O)c1nnn(-c2nc(N(C)C)nc(N(C)C)n2)c1C
→ -1, -2, -1.1, -1.5, -0.6, 5, 1.3, -1.3, -0.3, -0.4, 3
CCn1c(SCC(=O)Nc2ccc3c(c2)OCO3)nc2ccccc21
→ 0, -1, -2.1, -1.4, -0.5, -2, -1.6, -3.1, 0.1, -1.6, -2
COc1cc(Br)cc2cc(C(=O)N3CCN(c4ccccn4)CC3)c(=O)oc12
→ 0, 4, -1.4, -1.4, 0.2, -1, 0.7, -2.9, 0.4, 1.6, -2
Cc1cccc(C)c1NC(=O)CN(C)C(=O)c1ccc2nc[nH]c2c1
→ 0, -1, -0.4, -1.1, 0.2, -1, 0.8, 0.9, 1.2, 1.2, -7
COc1ccc(CCN2C(=O)C3C4C=CC(C5CC45)C3C2=O)cc1OC (stereo not given)
→ 2, -3, -0.3, -1.9, -0.9, -2, 0.7, -3.7, -1.1, 1.5, -6
Cc1ccc(NC(=O)c2ccc(CNS(=O)(=O)c3cccc(C(F)(F)F)c3)cc2)cc1
→ -5, 0, -0.2, -0.7, -0.2, 3, -0.4, 0.8, 0.4, -1.4, -1
O=c1[nH]ncc(N2CCCCCC2)c1Cl
→ 2, 6, -1.6, -0.3, 0.1, 4, 0.7, 0.6, -1.4, 0.0, 5
CC1(CCc2ccc3c(c2)OCO3)NCCc2c1[nH]c1ccccc21 (stereo not given)
→ 0, -4, 1.6, -0.3, 0.4, -5, 0.6, -1.2, -1.6, -2.8, -3
COc1cc(-c2nnc(SCC(=O)Nc3ccc4c(c3)OCCO4)o2)cc(OC)c1OC
→ -5, -2, -1.6, -1.3, -1.1, -1, -0.3, -1.5, 1.7, -1.4, 1
CC(=O)N=C1SC2CS(=O)(=O)CC2N1c1c(Cl)cccc1Cl (stereo not given)
→ -6, 2, -1.6, -0.9, -0.4, 2, 0.0, -2.8, -1.8, -1.9, 0
CC(=O)c1cc(C(=O)N2CCCC(C(=O)c3ccc(Cl)cc3)C2)cs1 (stereo not given)
→ 8, -1, -2.1, -1.5, -0.8, 2, 0.7, 0.3, -1.8, 2.1, -11
O=[N+]([O-])c1cccc(C(=NCc2ccccc2)NO)c1
→ 4, -2, 0.2, -1.5, 0.1, -1, -0.5, 1.0, -0.1, 0.9, 2
CCN(C(=O)Cc1c(C(=O)O)n(CC)c2ccccc12)c1ccccc1C
→ -11, -1, 0.4, -1.0, 0.0, 12, 0.8, -1.4, 0.3, 0.2, -3
COc1ccccc1/C=C/C(=O)Nc1cccc(C(C)=O)c1
→ -6, 2, -0.6, -1.9, -0.4, 9, 1.6, 2.4, -1.0, 1.0, -2
CCOc1ccc(CCNC(=O)COC(=O)c2ccc(Cl)nc2)cc1OCC
→ -1, -1, -2.1, -0.3, 1.0, -6, -0.7, 2.6, 1.8, 1.6, -3
C=CCn1c(SCC(=O)NCc2cccs2)nnc1C1CCCCC1
→ 9, -2, -2.3, -0.5, -1.1, -3, 0.9, 2.0, 0.5, 3.1, 4
CCOc1ccc(/C=C(/NC(=O)c2ccccc2Cl)C(=O)O)cc1
→ -1, -1, -0.6, 0.1, 0.1, 7, 2.0, 0.3, -3.9, 0.1, 2
CC(C)CC(=O)NC(NC(=S)Nc1ccccc1)C(Cl)(Cl)Cl (stereo not given)
→ 8, -5, -1.2, -0.9, 0.4, 5, -0.6, -3.1, 2.2, 0.1, -1
COc1ccc(CC(N)c2csc(NC(=O)c3ccc(OC)cc3)n2)cc1 (stereo not given)
→ 5, -3, -0.9, -1.6, 0.1, 2, ·, 0.6, 0.6, -0.3, 1
COc1ccc(CC(=O)Nc2cc(=O)n(C)c(=O)n2C)cc1
→ 12, -5, -1.3, -2.2, 1.3, -5, 1.2, -1.5, 1.3, 0.1, -4
CCOc1ccc(/C=C(\C(=O)O)c2ccc(S(=O)(=O)N3CCOCC3)s2)cc1OC
→ 7, 1, -1.4, -1.1, 0.1, -6, 0.7, -1.7, -1.9, 3.5, -58
COCCCn1c(=O)c2sccc2n(Cc2cccc(F)c2)c1=O
→ 6, -1, -0.1, -1.4, -0.3, -1, -0.4, 1.6, 0.3, -0.1, -5
CCC(C)NC(=O)COc1ccc(Br)c(C)c1 (stereo not given)
→ -4, -3, -1.6, -1.9, -0.1, 1, 1.9, -0.6, 0.3, 2.6, -4
CC(=O)c1cccc(NC(=O)c2ccc(S(=O)(=O)N3CCCC3)cc2)c1
→ -5, 2, -1.1, -1.1, -0.3, -5, 1.2, 0.6, -3.7, 0.3, -7
CC1Sc2ccc(S(=O)(=O)CCC(=O)Nc3cc(F)ccc3F)cc2NC1=O (stereo not given)
→ -12, -1, 1.3, -1.3, -0.6, 2, 0.8, 0.9, -3.2, -0.2, -4
CCCCOc1ccc(S(=O)(=O)N2CCN(C)CC2)cc1
→ -9, 3, 1.5, -0.8, 1.2, -2, 2.2, 8.9, -3.1, 0.6, 5
O=C(CSc1ncn[nH]1)Nc1ccnc2ccccc12
→ -8, -2, -2.8, -1.3, -0.3, 4, 0.2, -2.7, 0.6, -1.2, 4
COC(=O)CSc1ccc2c(N)c(C(=O)OC)sc2c1
→ -12, 0, -0.6, -1.6, 0.5, 2, 1.6, -2.3, -2.5, -2.1, -65
Cc1cc(C)c(S(=O)(=O)N(CC(=O)N2CCOCC2)C2CCCCC2)c(C)c1
→ -7, 3, -0.5, -1.2, 0.0, 2, -0.2, -2.8, 0.5, -1.1, -1
O=C(Nc1nncs1)c1cccc(S(=O)(=O)N2CCCC2)c1
→ 3, -1, 1.3, -0.4, -0.3, -9, 1.8, 0.6, 3.8, 0.0, -1
CCOC(=O)N1CCN(C(=O)C2CCC(CNS(=O)(=O)c3ccccc3)CC2)CC1 (stereo not given)
→ 0, -2, 0.8, -1.0, 0.1, 1, -1.4, -0.7, -1.0, -2.7, 1
COc1ccc(C(O)(c2ccccc2OC)C(CN2CCOCC2)c2ccccc2)cc1 (stereo not given)
→ 1, -4, -1.4, -1.9, -0.6, 1, -0.4, -3.3, 1.9, -1.5, -5
COc1ccc(OC)c(/C=N/NC(=O)CC2C(=O)NN=C2C)c1 (stereo not given)
→ 2, 4, -0.9, -0.4, -0.3, 0, 0.3, -0.2, 0.4, 0.6, i
COc1cc(S(=O)(=O)N2CCCCCC2)ccc1Cl
→ -4, -2, -3.0, -1.1, 0.2, 3, -0.3, -0.3, 0.1, -0.2, 1
CC(=O)C1=C(c2ccccc2)NC(=O)NC1c1ccccc1OCC#N (stereo not given)
→ 3, -5, 2.6, -0.2, 0.3, -7, -0.6, -1.3, 0.9, 0.7, 3
O=C(Nc1ccccc1)c1ccc(NCCc2ccccc2)c([N+](=O)[O-])c1
→ 0, 1, 0.8, -1.2, 0.7, 6, 1.0, 0.3, 0.2, 1.6, 2

Random draw from the library; about 7% have a hit in one of these screens.
